PAFAH2 inh: PAFAH2 (human) inhibition; recombinant PAFAH2, FP-rhodamine activity probe, fluorescence polarization; inhibition, % at 3.39 µM; hit rate 0.99% among 340,000;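 active = inhibition above the mean over all tested compounds plus 3 SD, cut at about 30% in these data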;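 also: inhibitors block probe labeling of enzyme so polarization drops; 0% = enzyme with DMSO and 100% = wells lacking PAFAH2 protein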
LYPLA2 counter: counter-screen for PME1 inhibitors: inhibitors of human LYPLA2; O95372; inhibition, % at 5.9 µM; recombinant LYPLA2, FP-Rh probe fluorescence polarization; hit rate 0.38% among 320,000;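 active = inhibition above the screen-wide mean plus 3 SD, limit set per campaign, cut at about 26% in these data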;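 also: 0% = LYPLA2 with DMSO and 100% = wells lacking LYPLA2 enzyme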
LYPLA1 counter: blocks human lysophospholipase 1, a PME1 counter-screen; O75608; inhibition, % at 5.9 µM; recombinant LYPLA1, FP-Rh probe fluorescence polarization; hit rate 0.16% among 320,000; AID 2174;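 active = inhibition above the mean of all tested compounds plus 3 SD, set per campaign, cut at about 14% in these data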;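 also: inhibitors block serine hydrolase probe labeling of LYPLA1 so polarization falls; 0% = enzyme with DMSO and 100% = wells lacking LYPLA1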
pPAFAH inh: pPAFAH (human) enzyme inhibition. inhibition, % at 3.39 µM. hit rate 1.5% among 330,000. recombinant pPAFAH, FP-rhodamine probe fluorescence polarization. Q13093;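 active = inhibition above the mean inhibition across the screen plus 3 SD, cut at about 25% in these data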;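 also: inhibitors block binding of the rhodamine activity-based probe so polarization drops; 0% = enzyme with DMSO and 100% = wells lacking pPAFAH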
PAD4 FP inh: inhibitors of human PAD4 | Q9UM07 | recombinant PAD4, RCA probe fluorescence polarization | inhibition, % at 6.36 µM | hit rate 0.41% among 330,000;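 active = percent inhibition above a cutoff equal to the mean of all tested compounds plus 3 SD, cut at about 15% in these data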;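 also: 0% = PAD4 with RCA probe and DMSO and 100% = probe without PAD4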
Target sequence (Q9UM07 whole entry, looked up): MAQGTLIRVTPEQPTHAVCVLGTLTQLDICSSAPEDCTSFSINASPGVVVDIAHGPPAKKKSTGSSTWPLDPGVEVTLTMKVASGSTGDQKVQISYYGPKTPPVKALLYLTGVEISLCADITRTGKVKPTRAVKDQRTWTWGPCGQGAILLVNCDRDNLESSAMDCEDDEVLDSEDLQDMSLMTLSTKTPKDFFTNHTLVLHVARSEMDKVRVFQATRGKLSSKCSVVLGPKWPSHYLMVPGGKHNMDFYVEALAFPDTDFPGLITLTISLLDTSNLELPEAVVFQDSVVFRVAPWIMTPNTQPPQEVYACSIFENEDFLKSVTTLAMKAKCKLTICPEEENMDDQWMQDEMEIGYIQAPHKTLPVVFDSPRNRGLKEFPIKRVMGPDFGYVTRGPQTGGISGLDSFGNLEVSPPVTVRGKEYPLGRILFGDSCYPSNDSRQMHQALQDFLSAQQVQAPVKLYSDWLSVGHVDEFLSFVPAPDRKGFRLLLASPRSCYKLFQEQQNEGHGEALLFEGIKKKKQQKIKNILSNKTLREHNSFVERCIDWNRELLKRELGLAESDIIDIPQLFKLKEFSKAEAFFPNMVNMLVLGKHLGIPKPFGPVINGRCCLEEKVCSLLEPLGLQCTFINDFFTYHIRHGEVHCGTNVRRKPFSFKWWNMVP
PAFAH1B2 FP inh: inhibitors of human PAFAH1B2; AID 492953; hit rate 1.2% among 340,000; recombinant PAFAH1B2, FP-rhodamine activity probe, fluorescence polarization; inhibition, % at 3.39 µM;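 active = inhibition above the mean of all tested compounds plus 3 SD, cut at about 24% in these data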;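 also: 0% = enzyme with DMSO and 100% = wells lacking PAFAH1B2; many of its hits are not listed in these tables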
Target sequence (P68402 whole entry, looked up): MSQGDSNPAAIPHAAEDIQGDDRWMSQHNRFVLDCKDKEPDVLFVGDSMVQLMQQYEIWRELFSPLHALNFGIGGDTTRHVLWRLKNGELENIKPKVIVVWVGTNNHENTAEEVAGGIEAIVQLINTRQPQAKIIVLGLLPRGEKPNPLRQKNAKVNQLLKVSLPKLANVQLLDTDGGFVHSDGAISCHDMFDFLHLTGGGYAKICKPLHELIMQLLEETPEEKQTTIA
PAFAH1B3 inh: blocks human PAF acetylhydrolase 1B catalytic subunit 3; Q15102; hit rate 0.28% among 340,000; inhibition, % at 3.39 µM; recombinant PAFAH1B3, FP-rhodamine probe, fluorescence polarization;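 active = inhibition above the screen-wide average of all tested compounds plus 3 SD, cut at about 25% in these data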;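 also: 0% = enzyme with DMSO only and 100% = wells lacking PAFAH1B3 protein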
GSTO1 counter: counter-screen for RBBP9 inhibitors: inhibitors of human GSTO1 | recombinant GSTO1, activity-based probe fluorescence polarization | hit rate 1.1% among 300,000 | inhibition, % at 5.96 µM;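 active = inhibition above the campaign mean inhibition plus 3 SD, cut at about 35% in these data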;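 also: 0% = GSTO1-1 with DMSO and 100% = wells lacking GSTO1-1 enzyme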
PME-1 primary: PME-1 (human) inhibition | AID 2130 | inhibition, % at 5.9 µM | hit rate 0.53% among 320,000 | Q9Y570 | recombinant PME-1, FP-Rh probe fluorescence polarization;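 active = inhibition above the campaign mean of all compounds plus 3 SD, cut at about 26% in these data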;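 also: competitive labeling of PME-1 active site by serine hydrolase directed probe; 0% = PME-1 with DMSO and 100% = wells lacking PME-1 enzyme; inhibitors block probe labeling so polarization falls and inhibition rises; many of its hits are not listed in these tables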
* hit, by the source's call; . = no result given. Not all compounds are listed. The share of hits here may be higher or lower than overall.

smiles	PAFAH2 inh	LYPLA2 counter	LYPLA1 counter	pPAFAH inh	PAD4 FP inh	PAFAH1B2 FP inh	PAFAH1B3 inh	GSTO1 counter	PME-1 primary
COC(=O)C1=C(c2ccc(S(C)(=O)=O)cc2)C[C@@H]2CC[C@H]1N2C(=O)NC1CCCCC1	-2	4	0	6	-1	5	6	0	1
CN1C(=O)N(C)C(=O)C(CCc2ccccn2)(CCc2ccccn2)C1=O	8	3	-1	3	1	0	-1	12	-1
Cc1cc2oc(=O)cc(-c3cc4ccccc4o3)c2cc1OC(=O)N(C)C	2	6	3	5	3	2	5	-4	3
CCCCC/C(=N/O)c1c(C)[nH]c2ccccc12	8	3	4	7	6	1	16	9	-1
CC(C)Oc1ccc(CC2(CCc3ccncc3)C(=O)NC(=O)NC2=O)cc1	5	4	3	0	0	6	10	0	-4
Cc1cc(/C=C2/C(=O)NC(=O)N(C)C2=O)c(C)n1-c1ccccc1	12	0	0	-5	0	6	-1	7	-3
O=c1[nH]cc(COCC(F)(F)C(F)(F)C(F)(F)F)c(=O)[nH]1	5	0	5	0	4	7	6	1	-9
COc1cccc(-n2nc(C(=O)N3CCC4(CC3)OCCO4)c3ccccc3c2=O)c1	-1	3	4	3	8	-1	3	10	3
CCCCn1c(=O)c(C(=O)Nc2ccccc2S(N)(=O)=O)c(O)c2ccccc21	12	-5	-3	-2	2	-1	0	-3	-5
CCOP(=S)(OCC)Oc1nc(Cl)c(Cl)cc1Cl	4	2	1	0	-6	6	-2	.	-6
CC(NC(=O)Oc1ccccc1)C(c1cccs1)N1CCOCC1 (centres undefined)	2	3	3	3	-2	2	-3	2	5
CSC(=Nc1ccccc1)c1c(O)n(C)c(=O)n(C)c1=O	-6	2	0	0	8	4	3	2	1
CNCC(O)c1ccc(O)cc1 (centres undefined)	.	1	2	3	4	.	.	12	-1
O=C1C(=O)c2ccccc2-c2ccccc21	58*	85*	83*	7	82*	43*	71*	90*	37*
CN(C)C1(CNC(=O)c2ccc(Cl)c(S(=O)(=O)NCc3ccco3)c2)CCCCC1	-3	-3	0	4	-1	4	1	-14	0
COC(=O)c1ccccc1N=Cc1c(O)[nH]c(=S)[nH]c1=O	-4	6	0	3	-7	4	9	-12	-2
O=C(c1cccc(N2CCCC2=O)c1)N1CCC2(CC1)OCCO2	0	11	4	0	2	8	10	4	2
CCCCOc1ccc(CCN)cc1Cl	-5	-1	-4	4	-5	-4	11	-5	-2
CC(C)NC(C)Cc1ccc(I)cc1 (centres undefined)	-4	4	1	5	1	4	11	0	-4
C/C(=N\NC(=O)c1ccccc1)c1c(O)n(C2CCCCC2)c(=O)[nH]c1=O	3	4	-3	11	-2	10	10	4	-6
CC(C)NC(=O)c1ccc(N2CC3CC(C2)c2cccc(=O)n2C3)c([N+](=O)[O-])c1 (centres undefined)	-1	-2	3	4	4	-1	7	6	4
CN(C)/C=C(\C=[N+](C)C)c1[nH]ncc1[N+](=O)[O-]	3	1	-2	-3	1	-1	6	-7	4
O=c1[nH]c(=S)n(C2CC2)c(O)c1/C=N/N1CCOCC1	5	0	0	-5	-1	2	5	-5	3
CN1CCN(c2ccc(NC(=O)C(C)(C)C)cc2)CC1	-2	2	1	2	-1	6	0	6	-1
CNCC(C)c1ccccc1 (centres undefined)	-11	-3	0	0	-4	-2	1	1	-2
CC/C(=N\NC(N)=O)c1c(O)[nH]c(=O)[nH]c1=O	2	1	2	-7	2	3	-2	0	2
CC1(C)CSC(Nc2ccc(F)c(Cl)c2)=N1	2	0	-2	6	2	5	6	-3	4
CCC(CO)NC(=O)C1C=C2c3cccc4[nH]cc(c34)CC2N(C)C1 (centres undefined)	1	-8	-2	4	-3	0	15	11	1
O=C(CNC(=O)OCc1ccccc1)NCC(=O)Nc1ccc(Br)cc1C(=O)c1ccccc1	4	5	1	13	-5	3	7	8	1
Cc1cc(OCc2cc(C(=O)O)oc2C)c2c3c(c(=O)oc2c1)CCCC3	11	7	-1	8	0	6	6	-15	-5
COc1ccc2c(c1OC)C(=O)OC2c1c(O)n(Cc2ccc(F)cc2)c(=O)[nH]c1=O (centres undefined)	6	0	1	0	-3	17	15	28	0
O=C(c1cnn2c(C(F)(F)F)cc(-c3ccccc3)nc12)N1CCC2(CC1)OCCO2	-1	-1	0	3	-2	-3	-1	-3	0
COc1ccccc1-n1c(-c2ccoc2)nc2ccccc2c1=O	-9	3	-4	-1	-1	-2	6	-1	-5
O=C1CN(O)C(c2ccccc2)=c2cc(Br)ccc2=N1	1	-5	0	2	1	-2	8	1	3
CCOc1ccc(NC(=O)CCNC(=O)N2C[C@H]3C[C@@H](C2)c2cccc(=O)n2C3)cc1	3	-2	0	1	2	0	4	1	3
CC(C)n1c(O)c(C=NCc2ccccc2)c(=O)[nH]c1=S	-6	4	0	6	3	7	1	-2	-4
CCC(=O)c1cn(Cc2ccccc2C#N)c2ccccc12	3	2	-1	8	-2	4	3	2	35*
COC(=O)C1=C(c2ccccc2OCc2ccccc2)C[C@@H]2CC[C@H]1N2C(=O)NCc1cccc(C(F)(F)F)c1	-4	-2	-3	2	2	3	12	.	-5
COC(=O)C1=C(c2ccc(F)cc2OCc2ccccc2)C[C@@H]2CC[C@H]1N2C(=O)NCCCc1ccccc1	0	-8	-3	3	-6	4	1	.	-2
COc1cc(C[C@@H](C)N)c(OC)cc1I	0	-5	1	2	3	-2	10	4	1

Single values from above:
`CCOc1ccc(NC(=O)CCNC(=O)N2C[C@H]3C[C@@H](C2)c2cccc(=O)n2C3)cc1` @ PAD4 FP inh = 2
`CC(C)n1c(O)c(C=NCc2ccccc2)c(=O)[nH]c1=S` @ PAFAH2 inh = -6

Next entries
smiles	PAFAH2 inh	LYPLA2 counter	LYPLA1 counter	pPAFAH inh	PAD4 FP inh	PAFAH1B2 FP inh	PAFAH1B3 inh	GSTO1 counter	PME-1 primary
CN(C)C(=O)Oc1ccc([N+](=O)[O-])cc1	14	-3	-3	-1	-3	1	0	5	-2
CSc1ccc(C(=O)C2CCCN(Cc3cc4ccccc4[nH]3)C2)cc1 (centres undefined)	7	-12	-4	0	2	0	-5	8	-3
Cc1c(N=Cc2c(O)n(Cc3ccccc3)c(=O)[nH]c2=O)c(=O)n(-c2ccccc2)n1C	2	-4	-1	-2	-3	9	5	-6	-5
CCN1CCN(c2ncnc3ccc(Br)cc23)CC1	-8	-6	-2	2	-4	-1	8	0	-2
COC(=O)CC1(CC(=O)OC)C(=O)N(c2ccccc2)C(=O)N(c2ccccc2)C1=O	2	-6	0	2	0	1	2	5	2
Cc1nn(Cc2ccccc2Cl)c(C)c1C(=O)OCC(=O)NC1CCCC(C)C1C (centres undefined)	6	-4	-2	-1	1	-3	4	-4	-1
O=c1cccc2n1CC1CC2CN(Cc2c(F)cccc2Cl)C1 (centres undefined)	-5	8	-2	6	-2	2	-1	-7	4
COC(=O)C1=C(c2cccc(OC)c2OC)C[C@@H]2CC[C@H]1N2C(=O)NCc1ccccc1	-1	0	-1	3	2	-1	6	2	5
CCN1CCc2ccccc2C1	-5	-1	-7	4	-6	4	-2	4	-7
CN=C(SCc1cc2c(cc1Cl)OCO2)c1c(O)n(C)c(=O)n(C)c1=O	6	3	-5	-8	2	5	5	0	-4
COC(=O)C1=C(c2cccc(OCc3ccccc3)c2)C[C@@H]2CC[C@H]1N2C(=O)NCCN1CCOCC1	3	9	3	4	4	18	6	.	3
Oc1cccc(/C=N/NP(=S)(c2ccccc2)c2ccccc2)c1	-8	-7	-7	1	4	0	-1	-6	1
CCCCCCN1CCN(c2ccccc2Cl)CC1	-2	9	0	4	2	-1	-8	4	1
O=Cc1c(C(=O)O)n(Cc2ccc(Cl)cc2)c2ccccc12	-9	-4	-2	6	-5	-1	-1	-8	-10
OC1(c2ccc(F)cc2)CC2CCC(C1)N2Cc1nnnn1C1CCCCC1 (centres undefined)	-3	4	1	7	4	-4	-4	-5	1
Cc1cccc(C)c1OP(N)(=O)Oc1c(C)cccc1C	3	8	0	5	2	4	8	4	4
CCc1cc2c(N3CCN(C)CC3)ncnc2s1	-1	-2	1	-7	-5	0	0	-9	-1
CCC(=NCCCN(CC)CC)c1c(O)n(C2CCCCC2)c(=O)[nH]c1=O	5	3	5	5	-4	5	4	9	4
c1ccc(-c2nnc(C3CC(c4cccnc4)=NO3)o2)cc1 (centres undefined)	-6	-1	0	3	-3	-4	3	5	-3
O=[N+]([O-])c1cccc2c([As](=O)(O)O)cccc12	3	-5	-3	1	4	-1	4	16	-3
CCNC(=O)NC(=O)C(C)OC(=O)c1c(C)nn(Cc2ccccc2Cl)c1Cl (centres undefined)	-2	0	4	7	5	-4	3	0	6
Cc1ccc(-n2c(O)c(C=Nc3ccc(Br)cn3)c(=O)[nH]c2=O)cc1	1	4	-3	5	-2	-1	9	-1	-4
NP(=O)(Oc1ccc(Cl)cc1)Oc1ccc(Cl)cc1	13	-3	-5	-8	3	19	6	21	71*
Cc1ccc2c(c1)C1CN(C)CCC1N2C(=O)c1cccs1 (centres undefined)	3	3	0	-5	-2	0	8	2	-5
CCN(CC)CCN=C(C)c1c(O)n(-c2ccccc2OC)c(=O)[nH]c1=O	4	10	3	-3	4	-1	2	2	8
O=c1[nH]c(=S)n(-c2cccc(Cl)c2)c(O)c1C=NCCN1CCNCC1	3	1	3	11	-6	3	0	-4	1
O=[N+]([O-])c1ccc(N2CCCCCC2)c2ncccc12	1	2	1	5	-15	5	-2	5	11
CSc1ccc(C(=O)C2CCCN(Cc3cccnc3)C2)cc1 (centres undefined)	-1	-5	-2	0	-3	0	-1	-7	-2
Cc1nn(Cc2ccccc2)c(C)c1C=C1C(=O)NC(=O)NC1=O	0	2	3	0	-4	-1	12	2	6
O=C(COc1ccc2ccc(=O)oc2c1)N1CCC(C(=O)O)(c2ccccc2)CC1	1	6	2	2	-1	7	12	2	-3
CC1(C)CC(=O)C(C=NCCN2CCN(C(=O)Cc3ccccc3)CC2)=C(O)C1	-3	2	1	-1	-2	1	1	2	-1
S=P(Nn1cnnc1)(c1ccc(Br)cc1)c1ccc(Br)cc1	9	-15	3	1	-4	3	6	0	1
COC(=O)C1=C(c2ccc(OCc3ccccc3)cc2)C[C@@H]2CC[C@H]1N2C(=O)NCc1ccc(OC)c(OC)c1	1	-5	-4	7	-1	4	-3	.	2
Cc1cc(C)n2nc(SCC(=O)N3CCC4(CC3)OCCO4)nc2n1	6	-3	0	-1	3	-1	7	3	-2
Cc1cc(OCC(=O)NCc2ccncc2)c2c3c(c(=O)oc2c1)CCC3	4	2	-1	3	-3	2	-6	-3	-1
c1ccc(CCNCc2ccccc2)cc1	-3	0	-3	5	4	-1	3	6	3
CCC(=Nc1ccc2c(c1)CCC2)c1c(O)n(C2CCCCC2)c(=O)[nH]c1=O	-1	8	3	3	-2	-1	4	-4	3
COc1ccc(CN2CCN(c3ccccc3F)CC2)cc1O	3	3	0	-2	1	7	3	9	-8

Screens: PubChem BioAssay, The Scripps Research Institute Molecular Screening Center
